Screening data deposited in PubChem BioAssay by Broad Institute.
esBAF inh: SWI/SNF esBAF complex inhibition. mouse ES cells, Bmi1-luciferase knock-in reporter, 24 h; 100% = twice the neutral-well signal. reporter increase, % at 12.5 µM. 350,000 tested, 2% active. AID 602393; in the data active = activation above about 40%;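 note: 0% = median of the plate's neutral control wells and 100% = double that signal; a rise in the Bmi1 reporter signal indicates esBAF inhibition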
Statin myotox sup: protects C2C12 myotubes from simvastatin toxicity. ATP luminescence, 48 h; scaled: DMSO 0, geranylgeraniol control 100. rescue of ATP level, % at 7.49 µM. 330,000 tested, 0.78% active. AID 602340;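 active = mean ATP rescue above about 67%, or every replicate alone reaching that limit, limit read from the data, passing the limit was not always enough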;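 note: myotubes were challenged with 10 µM simvastatin during compound exposure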
ERp5 block: inhibitors of human ERp5; ERp5 insulin aggregation, absorbance 650 nm, 90 min; 350,000 tested, 0.05% active; inhibition, % at 9.99 µM; Q15084;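 active = mean replicate inhibition above about 25%, with every replicate also reaching it, limit read from the data, passing the limit was not always enough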
Target sequence (Q15084 whole entry, looked up): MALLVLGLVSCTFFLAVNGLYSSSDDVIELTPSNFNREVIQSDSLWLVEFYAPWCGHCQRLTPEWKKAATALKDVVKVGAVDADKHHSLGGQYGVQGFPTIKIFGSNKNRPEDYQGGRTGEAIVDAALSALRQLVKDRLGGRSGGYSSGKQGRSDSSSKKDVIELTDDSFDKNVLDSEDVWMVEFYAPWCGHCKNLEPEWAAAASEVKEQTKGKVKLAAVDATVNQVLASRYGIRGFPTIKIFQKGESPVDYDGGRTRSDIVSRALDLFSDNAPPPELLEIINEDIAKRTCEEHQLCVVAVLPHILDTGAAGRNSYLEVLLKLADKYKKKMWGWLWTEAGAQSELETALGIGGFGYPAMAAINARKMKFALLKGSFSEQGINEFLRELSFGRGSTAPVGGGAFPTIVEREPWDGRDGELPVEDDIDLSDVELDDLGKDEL
miR122 inh: blocks miR-122 activity in Huh7 sensor cells; Huh7 miR-122 Renilla luciferase sensor, 48 h; neutral wells = 0, positive control = 100; activation (reporter increase), % at 12.5 µM; 340,000 tested, 0.3% active; AID 602342;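 active = mean replicate activation score at least 90 and every replicate individually at or above 90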;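 note: higher luciferase means less miR-122 activity so hits act as miR-122 inhibitors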
Cneo AK release: Cryptococcus neoformans lysis via adenylate kinase release; C. neoformans lysis, adenylate kinase release luminescence, 4 h; normalised: neutral wells 0, clomiphene wells 100; lysis activity, % at 15 µM; 360,000 tested, 0.2% active;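 active = mean lysis activity across replicates of at least 80%, whatever share of replicates individually reach that level; inactive = mean lysis activity below 80%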
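Assay system: C. neoformans cells. Amount: yeast cell density of 5 × 10^6 cells/mL. Technique: AK luminescence. Buffer or medium: YPD. Times: static 4 h at 37 °C with compound, 1 h detection. Dosing: single-point compound dose. Read-out: lysis from increased AK signal.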
SIRT5 inh: inhibitors of human sirtuin-5 desuccinylase | AID 652115 | 330,000 tested, 1.1% active | inhibition, % at 15 µM | Purified SirT5, succinyl-peptide AMC, trypsin-coupled fluorescence; in the data active = inhibition above about 15%
Target sequence (Q9NXA8 whole entry, looked up): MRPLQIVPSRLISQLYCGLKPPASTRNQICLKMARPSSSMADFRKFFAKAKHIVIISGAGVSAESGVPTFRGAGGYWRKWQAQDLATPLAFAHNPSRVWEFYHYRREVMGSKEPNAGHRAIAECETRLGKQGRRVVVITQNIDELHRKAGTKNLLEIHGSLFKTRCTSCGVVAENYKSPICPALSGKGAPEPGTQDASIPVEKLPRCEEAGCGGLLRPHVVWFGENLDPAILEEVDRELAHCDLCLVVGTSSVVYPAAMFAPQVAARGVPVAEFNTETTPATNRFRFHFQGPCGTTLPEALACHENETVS
ARNT TACC3 PPI: disruptors of human ARNT/TACC3 interaction | Q9Y6A5 | AlphaScreen His-ARNT PAS-B/GST-TACC3 binding, luminescence; TACC3 fragment carries E629A point mutation | inhibition, % at 9.99 µM | 390,000 tested, 0.66% active;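 active = mean inhibition of replicates at least 50% and at least half of replicates each reaching 50%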;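 note: 0% = complete ARNT plus TACC3 wells and 100% = ARNT alone without TACC3; many hits fall short of the cut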
An asterisk follows results filed as active; · = no result given; [ ] = another dose, or the depositor's remark. This is a random part of the collection (roughly 4% active in at least one column).

SMILES | esBAF inh | Statin myotox sup | ERp5 block | miR122 inh | Cneo AK release | SIRT5 inh | ARNT TACC3 PPI
CCOc1ccc(NC(=O)CSc2nnc(-c3ccccc3)n2N)cc1 | -4 | -1 | · | -4 | -1 | · | -20
CCOc1ccc(C(=O)Nc2cccc(SC)c2)cc1 | · | · | 4 | 0 | -7 | -2 | 1
CC(C)NC(=O)N(C)C[C@@H]1OCCCC[C@@H](C)Oc2ccc(NC(=O)C3CCCCC3)cc2C(=O)N([C@H](C)CO)C[C@@H]1C | · | · | -3 | -10[16.7 µM] | 1 | 1 | -3
CC#CCN1c2ccccc2[C@]23C[C@@H](C(=O)OC)N(C(=O)NC4CCCCC4)C2=NC(C(=O)OC)=C(C(=O)OC)[C@H]13 | 5 | -2 | 0 | 0 | 4 | · | 4
C[C@H](O)C#Cc1ccc2c(c1)O[C@H](CN(C)C(=O)C1CCC1)[C@H](C)CN([C@H](C)CO)S2(=O)=O | -4 | 11 | 7 | -1[16.7 µM] | 0 | -2 | -8
CC(C)OCCCn1c(SCC(=O)N2CCCC2=O)nc2ccccc2c1=O | -1 | 3 | 3 | -2 | 4 | -2 | 4
CC(C)C(NC(=O)c1ccc(F)cc1)C(=O)N1CCN(C(=O)c2ccco2)CC1 (stereo unspecified) | -3 | 1 | -2 | · | 1 | -8 | 18
COc1cccc2cc(C(=O)OCC(=O)NC3CCCC(C)C3C)c(=O)oc12 (stereo unspecified) | 64* | -1 | -2 | -3 | -2 | · | -2
Cc1ccc(S(=O)(=O)Nc2ccc(O)c(S(=O)(=O)c3ccc(C)cc3)c2)cc1 | · | · | -5 | 31 | 0 | -1 | 0
O=C(Nc1ccc(Cl)c(Cl)c1)N[C@H]1CC[C@H](CCn2cc(C3CC3)nn2)O[C@@H]1CO | 3 | 6 | -2 | · | -2 | 0 | -4
Cc1c(CN2CCN(C)C(CCO)C2)[nH]c2c(Cl)cccc12 (stereo unspecified) | 1 | -9 | -3 | · | 1 | -2 | 8
CO[C@H]1CN(C)C(=O)c2ccc(NC(=O)c3ccc(F)cc3)cc2OC[C@H](C)NC[C@H]1C | 3 | 9 | -4 | 45[16.7 µM] | -1 | -3 | -3
Cc1ccc(CNC(=O)CCc2nc3ccccc3c(=O)[nH]2)cc1 | -4 | -2 | · | 0 | -2 | · | -1
Cc1csc(SCC(=O)Nc2cccc(C)c2C)n1 | 2 | 2 | -7 | · | 0 | -2 | -2
COC(=O)c1cccc(NC(=O)NC(=O)c2ccccc2Cl)c1 | · | · | 2 | · | · | 9 | -7
Cc1ccc(CNC(=O)CN(c2ccc(Cl)cc2)S(C)(=O)=O)cc1 | 17 | -7 | 1 | -3 | 2 | -1 | -6
Cc1cc(C(=O)Nc2ccc(CC(=O)O)cc2)c(C)o1 | -27 | 3 | 0 | · | -2 | 0 | 1
COC(=O)c1oc2ccc(Br)cc2c1NC(=O)CCN1CCOCC1 | -3 | -3 | · | -9 | 1 | · | -7
Cc1ccc(S(=O)(=O)c2c(N)n(NC(=O)c3ccccc3C)c3nc4ccccc4nc23)cc1 | -7 | -7 | · | 9 | -2 | · | -4
COc1ccc(CNc2n[nH]c(NCc3ccc(OC)c(OC)c3)n2)cc1OC | -6 | 1 | · | 0 | 1 | · | 4
Cc1cccc(C(=O)Oc2ccc(/C=N/NC(=O)c3ccc(O)cc3)cc2)c1 | -1 | -2 | -2 | 0 | 5 | 0 | 7
Cc1cc(N/C(=N\S(=O)(=O)c2ccc(F)cc2F)c2ccccc2)no1 | -6 | 16 | · | -6 | 10 | · | ·
O=C(NCCN1CCCCC1)c1ccc(/C=N/O)nc1 | 0 | -5 | -1 | · | 1 | 1 | 27
Cc1ccc(/C=N\NC(=O)C2CN(S(=O)(=O)c3ccccc3)CCN2S(=O)(=O)c2ccccc2)cc1 (stereo unspecified) | · | · | 1 | -2 | -2 | 0 | 2
CCOC(=O)c1cnn2c(C(F)(F)F)cc(-c3ccco3)nc12 | 4 | -6 | · | 3 | 0 | · | -5

Printed as active in esBAF inh, of those listed so far:
smiles | esBAF inh | ERp5 block | miR122 inh | SIRT5 inh | ARNT TACC3 PPI
COc1cccc2cc(C(=O)OCC(=O)NC3CCCC(C)C3C)c(=O)oc12 (stereo unspecified) | 64* | -2 | -3 | · | -2

Remaining list, next part
SMILES | esBAF inh | Statin myotox sup | ERp5 block | miR122 inh | Cneo AK release | SIRT5 inh | ARNT TACC3 PPI
CCN1C(=O)/C(=C\N2CCN(c3ccc(F)cc3)CC2)SC1=S | 7 | -83 | -7 | -17 | 0 | -2 | -2
O=C1Cc2cc(O)ccc2O1 | -2 | 5 | 0 | 2 | 0 | · | 0
C[C@@H]1CN([C@@H](C)CO)C(=O)Cc2cc(NS(C)(=O)=O)ccc2O[C@@H]1CN(C)C(=O)NC1CCCCC1 | -6 | -15 | 3 | 2[16.7 µM] | 4 | 2 | 0
Cc1ccc2c(c1)C1CN(C)CCC1N2CC(=O)N(C)c1ccccc1 (stereo unspecified) | 1 | 10 | -1 | 0 | 0 | 2 | -44
Cc1ccc(-c2nc(SCC(=O)N(C)c3c(N)n(Cc4ccccc4)c(=O)[nH]c3=O)n[nH]2)cc1 | 0 | 0 | 1 | 6 | -4 | 3 | -3
CCn1c2ccccc2c2cc(/C=N/n3cn[nH]c3=S)ccc21 | -7 | -7 | · | -27 | 4 | · | -4
C[C@H](CO)N1C[C@H](C)[C@@H](CN(C)C(=O)C2CCCCC2)Oc2cc(C#CCN(C)C)ccc2S1(=O)=O | -4 | 14 | 0 | 74[16.7 µM] | -1 | 1 | 0
COc1ccccc1CNC(=O)C1CCC(CNS(=O)(=O)c2ccc(C)cc2)CC1 (stereo unspecified) | 1 | 11 | 8 | -2 | 1 | -3 | 8
Cc1csc(NC(=O)c2ccc(Cn3nc(C)c(Br)c3C)o2)n1 | · | · | -1 | -6 | 0 | 3 | 1
O=C(Nc1ccc(C(F)(F)F)cc1)Nc1ccc2c(c1)[C@H]1C[C@@H](CC(=O)N3CCc4ccccc4C3)O[C@@H](CO)[C@H]1O2 | 2 | -6 | 3 | -2[16.7 µM] | 4 | 1 | -9
Cc1nn(CCS(=O)(=O)c2ccc(Cl)cc2)c(C)c1Br | · | · | 7 | -1 | -1 | · | 2
CC1(C(=O)Nc2cccc(NS(C)(=O)=O)c2)CCN1CCc1ccccc1 (stereo unspecified) | 6 | 13 | -6 | 3 | 2 | 2 | ·
COc1cccc(C#Cc2ccc([C@H]3[C@@H](CO)N(C(=O)C4CCCCC4)[C@H]3C#N)cc2)c1 | 5 | -199 | 1 | · | -6 | -7 | -15
CC(Oc1ccccc1[N+](=O)[O-])C(=O)N/N=C/c1ccoc1 (stereo unspecified) | · | · | 7 | 2 | -1 | -2 | 4
COc1ccc(-c2ccc(NCCC3=CCCCC3)nn2)cc1OC | 12 | -15 | 5 | -2 | 0 | -1 | 0
CCOC(=O)N1CCN(C(c2ccc(F)cc2)c2sc3nc(C)nn3c2O)CC1 (stereo unspecified) | -3 | -11 | -4 | -6 | 0 | 2 | 3
CSc1ccc(/C=N/Nc2nc(C)cc(=O)[nH]2)cc1 | 10 | 6 | 5 | 2 | -1 | 3 | 14
CC(C)c1ccc(C2OCCCO2)cc1 | 21 | -3 | -1 | -7 | · | -6 | ·
CN(C)c1ccc(/C=N/NC(=O)c2cccc(C(=O)N/N=C/c3ccc(N(C)C)cc3)n2)cc1 | · | · | -6 | · | · | 1 | -3
C[C@H]1CN([C@@H](C)CO)C(=O)c2cc(NC(=O)Cc3cn(C)c4ccccc34)ccc2O[C@@H]1CN(C)C(=O)Nc1ccccc1 | 2 | 36 | 5 | 7[16.7 µM] | 1 | 0 | 28
CN(Cc1nc(-c2cccs2)no1)CC1(N2CCOCC2)CCCCC1 | -12 | 13 | -9 | 1 | 7 | -15 | 0
C[C@@H]1CN([C@@H](C)CO)C(=O)c2cc(-c3ccccc3F)cnc2O[C@@H]1CN(C)C(=O)CN(C)C | 7 | 2 | 1 | -5[16.7 µM] | 4 | 0 | -9
CCCOc1ccc(N2C(=O)CC(N3CCN(S(=O)(=O)c4ccccc4)CC3)C2=O)cc1 (stereo unspecified) | -5 | -19 | · | 6 | 0 | · | -6
O=C(COc1ccc(F)c(Cl)c1)NC(=O)NC1CCCC1 | 8 | 0 | 1 | -5 | -10 | -5 | ·
Cc1ccc(S(=O)(=O)N(C)Cc2ccc(C(=O)NN=C(CC(C)C)CC(C)C)cc2)cc1 | · | · | 0 | · | · | -2 | 0
Next results
SMILES | esBAF inh | Statin myotox sup | ERp5 block | miR122 inh | Cneo AK release | SIRT5 inh | ARNT TACC3 PPI
Cc1ccnc(NC(=O)COc2ccc3c(c2)CCC3)c1 | 53* | -1 | -4 | · | -2 | 0 | -3
Cc1ccc(S(=O)(=O)N(C)C[C@@H]2OCCCC[C@@H](C)Oc3ccc(NC(=O)c4ccccc4)cc3C(=O)N([C@@H](C)CO)C[C@H]2C)cc1 | 2 | · | 6 | -9[16.7 µM] | 6 | 3 | -8
CO[C@@H]1CN(C)C(=O)c2cc(NC(C)=O)ccc2OC[C@@H](C)N(Cc2ccccc2F)C[C@H]1C | 2 | 10 | -8 | -21[16.7 µM] | 4 | 8 | 11
CCOC(=O)C1CCN(C(=S)NC(=O)c2cccs2)CC1 | 5 | -15 | 3 | -5 | 15 | 1 | -1
Cc1ccc(NC(=O)CN(c2ccc(Cl)cc2)S(=O)(=O)c2cc([N+](=O)[O-])ccc2Cl)cc1 | · | · | 9 | · | · | 0 | -5
O=c1[nH]c2ccc(F)cc2[nH]c1=O | · | · | 7 | · | · | -1 | 2
COc1ccccc1C(O)c1ncc(-c2cccc3ccccc23)[nH]1 (stereo unspecified) | -10 | 1 | 6 | -8 | -2 | · | ·
C[C@@H]1CN([C@@H](C)CO)C(=O)c2cc(C3=CCCC3)cnc2O[C@H]1CN(C)Cc1ccc(C(=O)O)cc1 | -3 | -19 | 2 | -1[16.7 µM] | -1 | 5 | 0
CCCN(C)C[C@H]1OCCCC[C@H](C)Oc2ccc(NS(=O)(=O)c3ccc(C)cc3)cc2C(=O)N([C@@H](C)CO)C[C@@H]1C | · | · | 3 | 4[16.7 µM] | 1 | 6 | -3
Nc1c(N(CCC2=CCCCC2)C(=O)c2ccccc2F)c(=O)[nH]c(=O)n1Cc1ccccc1 | 10 | 2 | 3 | -1 | 1 | -5 | ·
CN(c1ccc(C(=O)NCCSC(C)(C)C)cc1)S(C)(=O)=O | 25 | -15 | · | -4 | 0 | · | 2
Cc1nn(C)cc1NC(=O)c1cc2nc(-c3ccco3)cc(C(F)(F)F)n2n1 | 5 | -1 | -6 | 3 | 3 | -1 | -3
O=C(COc1ccc(Cl)cc1)NCCCNC(=O)c1ccncc1 | 6 | 2 | 0 | -3 | 1 | -2 | -1
CNC(=S)n1cnc(N)n1 | · | · | -1 | · | · | -2 | 5
CCOC(=O)C1=C(N)Oc2cc(O)ccc2C1c1ccc([N+](=O)[O-])cc1 (stereo unspecified) | · | · | 2 | · | · | -6 | -3
CC1CCCC(C)N1C(=O)CSc1nnc(COc2cccc3cccnc23)o1 (stereo unspecified) | 0 | -2 | 0 | -4 | · | -1 | -3
Cc1ccc(C)c(C(O)c2ncc(-c3ccc(F)cc3)[nH]2)c1 (stereo unspecified) | -1 | 12 | -4 | -4 | 0 | 0 | ·
C[C@H]1CN([C@@H](C)CO)C(=O)c2cccc(NS(=O)(=O)c3ccc(F)cc3)c2O[C@@H]1CN(C)Cc1ccc(Cl)c(Cl)c1 | 1 | 37 | -2 | 9[16.7 µM] | 3 | 7 | -1
CN1C=CC=C/C1=C1\SC(=S)N(C2CCCCC2)C1=O | -2 | -8 | · | -7 | 0 | · | 8

Structural class, the compounds so far containing bromine (3)
SMILES | esBAF inh | Statin myotox sup | ERp5 block | miR122 inh | Cneo AK release | SIRT5 inh | ARNT TACC3 PPI
COC(=O)c1oc2ccc(Br)cc2c1NC(=O)CCN1CCOCC1 | -3 | -3 | · | -9 | 1 | · | -7
Cc1csc(NC(=O)c2ccc(Cn3nc(C)c(Br)c3C)o2)n1 | · | · | -1 | -6 | 0 | 3 | 1
Cc1nn(CCS(=O)(=O)c2ccc(Cl)cc2)c(C)c1Br | · | · | 7 | -1 | -1 | · | 2
